High-throughput results deposited in PubChem BioAssay by several laboratories.
Pf gametocyte – inhibitors of late stage P. falciparum gametocyte viability; P. falciparum stage V gametocytes, ATP luminescence, 24 h; 150,000 compounds, 0.065% hits; inhibition, % at 10.9 µM;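 active = inhibition above the mean plus 3 SD of compounds within the control limits, set per campaign, cut at about 38% in these data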;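 note: 0% = DMSO wells and 100% = medium only without gametocytes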
Rab7 wt modul – modulators of GTP binding to dog Rab7 wildtype GTPase. GST-Rab7 beads, fluorescent GTP binding, flow cytometry; actives lie on both sides; untreated = 100%, excess cold GTP = 0%. AID 758. GTP binding activity (percent of control), % at 10 µM. 190,000 compounds, 0.055% hits;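 active = fluorescent GTP binding to Rab7 beads changed by at least 20 points from the 100% baseline, either direction, mostly lower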;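 note: median green fluorescence of bound Bodipy-FL-GTP per Rab7 bead population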
Avidin bead fluor – avidin bead compound fluorescence profile; Avidin beads, compound fluorescence 488/530 nm, flow cytometry; hits give high values; fluorescence (KMESF) at 10 µM; 220,000 compounds, 0.38% hits; in the data active = fluorescence above about 47; note: inactives centre near 10
Mcl1-Noxa inh – disrupts binding of human Mcl-1 to Noxa peptide. Q07820. TR-FRET Mcl-1/Noxa peptide binding, 2 h. inhibition, % at 21.7 µM. 220,000 compounds, 1.5% hits. AID 1022;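 active = compounds that cut the protein-peptide binding signal by more than 50% relative to plate controls in a single-dose test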;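 note: His-tagged Mcl-1 with rhodamine Noxa BH3 peptide and terbium anti-His antibody; 0% = Mcl-1 plus Noxa peptide wells and 100% = peptide-only wells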
Target sequence (Q07820 whole entry, looked up): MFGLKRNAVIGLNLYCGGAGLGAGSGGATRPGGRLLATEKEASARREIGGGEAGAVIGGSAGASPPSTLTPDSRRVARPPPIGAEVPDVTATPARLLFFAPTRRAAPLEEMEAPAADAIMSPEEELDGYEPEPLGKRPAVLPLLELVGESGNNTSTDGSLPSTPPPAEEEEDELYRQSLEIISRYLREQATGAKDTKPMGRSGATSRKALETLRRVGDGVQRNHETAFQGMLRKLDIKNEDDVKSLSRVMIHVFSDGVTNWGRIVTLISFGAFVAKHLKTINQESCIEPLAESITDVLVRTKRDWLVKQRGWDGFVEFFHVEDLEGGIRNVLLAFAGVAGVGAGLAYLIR
Cdc42 wt – changes GTP binding to wildtype human Cdc42; P60953; GST-Cdc42 beads, Bodipy-GTP binding, flow cytometry; actives lie on both sides; percent activity (GTP binding), % at 10 µM; 190,000 compounds, 0.2% hits; AID 761;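 active = percent activity GTP binding at least 20 points away from the 100% baseline, either down as inhibitor or up as activator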;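 note: median bead fluorescence of bound Bodipy-FL-GTP at 100 nM; 0% = excess unlabeled GTP control and 100% = no compound control; below 100% means less GTP binding so inhibitor and above means activator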
Target sequence (P60953 whole entry, looked up): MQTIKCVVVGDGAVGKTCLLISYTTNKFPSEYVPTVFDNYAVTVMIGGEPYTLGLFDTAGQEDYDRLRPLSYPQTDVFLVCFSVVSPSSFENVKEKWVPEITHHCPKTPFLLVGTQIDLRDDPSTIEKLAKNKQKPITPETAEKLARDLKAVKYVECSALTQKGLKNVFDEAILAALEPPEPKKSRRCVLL
Rab2 wt GTP – changes GTP binding to wildtype dog Rab2A, up or down; GST-Rab2 wt beads, Bodipy-GTP binding, flow cytometry; P61105; 190,000 compounds, 0.19% hits; GTP binding activity, % at 10 µM;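 active = GTP binding activity at least 20 points away from 100%, either lowered or raised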;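 note: 0% = beads with excess unlabeled GTP and 100% = no-compound control corrected for plate trend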
ABCG2 block – human ABCG2 inhibition, ABCB1 as counter-screen; 190,000 compounds, 0.1% hits; IgMXP3 cells, JC-1 efflux, flow cytometry; Q9UNQ0; inhibition, % at 6.6 µM; AID 1325;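 active = inhibition above 80%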;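 note: 0% = DMSO and 100% = nicardipine control wells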
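Test system: IgMXP3 (ABCG2) plus far-red-tagged CCRF-Adr (ABCB1) cells. Reagent: JC-1 dye as substrate. Timing: 10 min exposure at 25 °C with rotation, no wash. Measured by: flow cytometric JC-1 green MFI at 530 nm. Read-out: percent efflux inhibition, scaled nicardipine 100% to DMSO 0%. Control set: nicardipine and DMSO wells.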
ABCB1 block – blocks JC-1 efflux by human ABCB1 transporter; P08183; CCRF-Adr cells, flow cytometry; inhibition, % at 6.6 µM; 190,000 compounds, 0.067% hits; AID 1326; in the data active = inhibition above about 40%;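 note: 0% = vehicle and 100% = reference inhibitor; higher value means more JC-1 retained so stronger ABCB1 efflux block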
Rac1 wt modul – human Rac1 wildtype GTP binding, inhibitors and activators; GST-Rac1 beads, fluorescent GTP binding, flow cytometry; actives lie on both sides; 0 = cold GTP competed, 100 = untreated; 190,000 compounds, 0.27% hits; AID 757; GTP binding activity (% of control), % at 10 µM;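 active = GTP binding activity at least 20 points away from the 100% control level, either lower or higher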
HRas wt GTP – modulators of GTP binding to human HRas wildtype; GST-Ras wt beads, Bodipy-FL-GTP binding, flow cytometry; actives lie on both sides; GTP binding activity, % at 10 µM; AID 759; 190,000 compounds, 0.14% hits;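 active = GTP binding activity at least 20% away from the 100% baseline, either lowered as inhibitor or raised as activator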;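 note: 0% = unlabeled GTP competition control and 100% = no-compound control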
Target sequence (P01112 whole entry, looked up): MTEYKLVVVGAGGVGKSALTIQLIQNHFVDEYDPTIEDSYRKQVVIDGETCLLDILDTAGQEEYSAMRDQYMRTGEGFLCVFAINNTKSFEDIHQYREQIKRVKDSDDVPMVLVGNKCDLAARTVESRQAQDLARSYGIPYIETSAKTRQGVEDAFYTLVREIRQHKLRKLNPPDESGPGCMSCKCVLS
Rac1 mut GTP – modulators of GTP binding to human Rac1 activated mutant; P63000; GST-Rac1 activated beads, fluorescent GTP binding, flow cytometry; actives lie on both sides; 100% means binding = to untreated wells; percent activity (GTP binding), % at 10 µM; 190,000 compounds, 0.11% hits;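 active = GTP binding at least 20 percentage points away from the 100% baseline, in either direction, so actives lie on both sides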
* marks the source's active call; other numbers are inactive results; / = no result given.

SMILES	Pf gametocyte	Rab7 wt modul	Avidin bead fluor	Mcl1-Noxa inh	Cdc42 wt	Rab2 wt GTP	ABCG2 block	ABCB1 block	Rac1 wt modul	HRas wt GTP	Rac1 mut GTP
S=C1NC(c2ccccc2)=NCN1c1ccc(Br)cc1	6	93	7	17	97	98	4	0.4	102	95	97
CCCCN1C(=O)C(NC(=O)C2CC2)(C(F)(F)F)C2=C1CC(C)(C)CC2=O (stereo not given)	-9	100	14	-12	102	101	1	0.3	102	100	100
O=S(=O)(NC1CCCCC1Oc1ccccc1)c1ccc(Cl)cc1 (stereo not given)	/	98	15	-4	99	100	3	0.3	100	101	100
CC1CC(C)(C)NC(=S)N1CCC(=O)NCCc1ccc(Cl)cc1 (stereo not given)	6	95	9	7	96	95	10	1.2	97	96	94
Nc1cc(-c2ccc(Br)cc2)nc2cc(-c3ccccc3)nn12	-45	103	16	3	94	95	1	-0.6	93	94	91
O=C(c1oc(=O)c2ccccc2c1-c1ccccc1)N1CCN(C2CCCCC2)CC1	/	105	5	-6	100	97	1	1.9	106	100	99
COc1cc(NC(=O)c2ccco2)ccc1NC(=O)C(C)C	27	104	25	3	103	103	29	-0.5	106	103	99
CCOC(=O)N1CCC2(CC1)C(C#N)=C(N)Oc1n[nH]c(CSc3ccc(C)cc3)c12	/	100	6	-8	101	102	6	1.0	101	101	96
COc1ccccc1C(=O)NCCCN1CCCC1=O	/	95	5	12	97	97	8	0.1	102	97	98
Cc1cc(C)c(-c2cc(NC(=O)CSc3n[nH]c(N)n3)n(-c3ccccc3)n2)cc1C	/	100	-5	0	99	98	0	-0.2	99	99	97
COc1ccccc1OC(=O)CCN1c2ccccc2Sc2ccccc21	/	97	3	-83	100	99	-5	-0.7	101	100	99
O=C(c1ccccc1NS(=O)(=O)c1cccs1)N1CCCC1	/	103	29	13	101	98	-1	-0.1	103	101	98
COc1cc(NC(=O)c2cccs2)ccc1NC(=O)c1cc2ccccc2o1	-11	103	13	-9	97	100	0	-0.2	98	100	95
CCCNC(=O)C1CCN(c2nc(C)cc(C)n2)CC1	-7	97	35	-8	99	97	1	0.4	96	97	94
COc1ccc(NC(=O)Nc2ccc(F)c(Cl)c2)cc1	-16	107	11	8	98	99	-4	-2.7	101	100	96
Cc1c(S(=O)(=O)Nc2ccc3c(c2)OCCO3)cnn1C	/	105	6	13	97	101	0	0.2	97	100	98
CNC(=O)/C(C#N)=C\c1ccc(CNS(=O)(=O)c2ccccc2)o1	5	101	16	-8	101	97	9	0.9	101	99	98
Cc1ccccc1NC(=O)COC(=O)CN1C(=O)NC(C)(C)C1=O	/	105	11	12	102	103	0	0.1	101	102	99
O=C(CCN1C(=O)COc2ccccc21)NCCN1CCc2ccccc2C1	7	104	35	0	101	101	0	0.1	101	102	97
NC(=O)c1cc(Cc2ccccc2)sc1NC(=O)c1ccco1	/	98	8	12	98	96	0	-0.2	98	99	96
COc1ccc(-n2ncc(N(C)n3cccc3)c(Cl)c2=O)cc1	-2	97	40	12	94	93	4	0.7	93	96	93
Cc1ccc(-c2nnc(SCC#CCOC(=O)c3cccs3)o2)cc1	-11	101	6	9	100	96	2	0.3	102	96	98
Cc1nn(-c2ccc(F)cc2)c(Cl)c1/C=C/C(=O)OCC(=O)Nc1ccc(F)cc1F	/	99	22	11	104	98	6	0.6	104	98	100
Cc1ccc(NC(=O)COc2cccnc2[N+](=O)[O-])cc1S(=O)(=O)N1CCCCC1	13	96	12	9	98	97	2	0.8	98	97	98
Cc1ccccc1C(=O)c1ccc2c(c1)n(C)c(=O)n2C	-40	95	8	25	95	96	1	0.4	97	97	96
CS(=O)(=O)ON=C1CCN(S(=O)(=O)c2ccccc2)CC1	3	97	9	12	98	99	0	0.3	98	101	97
COc1cccc(C(=O)Nc2ccc(NC(C)=O)cc2)c1	-10	94	16	1	94	93	1	0.1	92	95	94
CC(=O)Cc1nsc(NC(=O)c2c(-c3ccccc3Cl)noc2C)n1	/	100	8	10	103	100	4	0.7	101	102	100
CCn1ncc(/C=N/NS(=O)(=O)c2ccc(Cl)cc2)c1C	-4	101	11	20	101	100	7	1.2	100	100	97
COc1cccc(OCc2nc3ccccc3c(=O)n2N)c1	/	93	38	20	98	92	2	0.1	92	96	92

12 structures from above, sorted by length of the SMILES, lowest first.
SMILES	Pf gametocyte	Rab7 wt modul	Avidin bead fluor	Mcl1-Noxa inh	Cdc42 wt	Rab2 wt GTP	ABCG2 block	ABCB1 block	Rac1 wt modul	HRas wt GTP	Rac1 mut GTP
COc1cccc(OCc2nc3ccccc3c(=O)n2N)c1	/	93	38	20	98	92	2	0.1	92	96	92
COc1ccc(NC(=O)Nc2ccc(F)c(Cl)c2)cc1	-16	107	11	8	98	99	-4	-2.7	101	100	96
COc1cccc(C(=O)Nc2ccc(NC(C)=O)cc2)c1	-10	94	16	1	94	93	1	0.1	92	95	94
Cc1c(S(=O)(=O)Nc2ccc3c(c2)OCCO3)cnn1C	/	105	6	13	97	101	0	0.2	97	100	98
COc1ccccc1OC(=O)CCN1c2ccccc2Sc2ccccc21	/	97	3	-83	100	99	-5	-0.7	101	100	99
CCn1ncc(/C=N/NS(=O)(=O)c2ccc(Cl)cc2)c1C	-4	101	11	20	101	100	7	1.2	100	100	97
COc1ccc(-n2ncc(N(C)n3cccc3)c(Cl)c2=O)cc1	-2	97	40	12	94	93	4	0.7	93	96	93
Cc1ccccc1NC(=O)COC(=O)CN1C(=O)NC(C)(C)C1=O	/	105	11	12	102	103	0	0.1	101	102	99
CC(=O)Cc1nsc(NC(=O)c2c(-c3ccccc3Cl)noc2C)n1	/	100	8	10	103	100	4	0.7	101	102	100
COc1cc(NC(=O)c2cccs2)ccc1NC(=O)c1cc2ccccc2o1	-11	103	13	-9	97	100	0	-0.2	98	100	95
CNC(=O)/C(C#N)=C\c1ccc(CNS(=O)(=O)c2ccccc2)o1	5	101	16	-8	101	97	9	0.9	101	99	98
Cc1nn(-c2ccc(F)cc2)c(Cl)c1/C=C/C(=O)OCC(=O)Nc1ccc(F)cc1F	/	99	22	11	104	98	6	0.6	104	98	100

Continuation.
SMILES	Pf gametocyte	Rab7 wt modul	Avidin bead fluor	Mcl1-Noxa inh	Cdc42 wt	Rab2 wt GTP	ABCG2 block	ABCB1 block	Rac1 wt modul	HRas wt GTP	Rac1 mut GTP
CCOC(=O)N1CCC(NC(=O)c2ccc(CO)c(C(=O)NC3CCN(C(=O)OCC)CC3)c2)CC1	-10	107	21	2	102	102	0	0.2	102	102	98
O=C(COC(=O)c1ccc(Br)o1)NC1CCCCC1	0	94	11	1	95	97	11	0.7	98	98	94
CCSC(=Nc1ccccc1)Nc1ccccc1	15	93	9	6	94	94	8	0.2	95	94	94
Cc1cc(C(=O)N2CCCC(CNS(=O)(=O)c3cccs3)C2)nn1C (stereo not given)	11	99	9	-6	98	100	0	0.0	97	99	97
CCOC(=O)C1=C(C)NC(=O)NC1c1ccc(Br)o1 (stereo not given)	7	98	13	12	97	98	23	0.6	100	99	98
COc1ccc(-c2cnn(-c3ccccc3)c2N)cc1OC	/	107	15	2	104	104	7	0.8	104	106	101
Cc1cc(NC(=O)CSc2ncnc3sc(C)c(C)c23)no1	-13	103	10	-5	95	96	3	0.6	103	99	95
O=C(NCCC1=CCCCC1)C1CCC(CNc2nc(=S)[nH]c3ccccc23)CC1 (stereo not given)	-4	94	14	-19	96	95	5	2.0	100	97	97
O=C(NCCC(=O)N1CCNC1=O)OCc1ccccc1	/	98	4	27	99	98	1	0.2	98	100	97
Cc1nn(-c2ccccc2)c2nc(-c3cccs3)cc(C(=O)NN)c12	4	105	82*	18	99	99	-4	-2.5	104	98	99
COc1ccc(/C=C/C(=O)NCCCc2ccccc2)cc1OC	/	99	3	16	96	99	1	0.7	101	98	98
C/C(=N\NC(=O)CNc1cccc(Cl)c1C)c1cccs1	4	98	12	3	99	97	0	-0.2	96	96	97
CC1CCCCN1C(=S)Nc1ccc2nc3n(c(=O)c2c1)CCCCC3 (stereo not given)	0	103	14	8	102	100	-15	-1.6	104	102	100
CN1C(CC(=O)c2ccccc2)CCCC1CC(O)c1ccccc1 (stereo not given)	/	100	8	8	102	98	0	0.0	103	101	100
COc1ccc(C(C)=O)c(OC(=O)c2ccco2)c1	/	100	9	-18	99	100	4	0.4	101	101	99

Structures above printed as active in Avidin bead fluor.
Structure	Rab7 wt modul	Avidin bead fluor	Mcl1-Noxa inh	Cdc42 wt	Rab2 wt GTP	ABCB1 block	Rac1 wt modul	HRas wt GTP	Rac1 mut GTP
Cc1nn(-c2ccccc2)c2nc(-c3cccs3)cc(C(=O)NN)c12	105	82*	18	99	99	-2.5	104	98	99

Next part:
SMILES	Pf gametocyte	Rab7 wt modul	Avidin bead fluor	Mcl1-Noxa inh	Cdc42 wt	Rab2 wt GTP	ABCG2 block	ABCB1 block	Rac1 wt modul	HRas wt GTP	Rac1 mut GTP
COc1cccc(C(c2nnnn2Cc2ccccc2)N2CCN(C(=O)c3ccco3)CC2)c1OC (stereo not given)	-34	102	33	14	105	103	1	1.2	105	104	102
COc1ccc([N+](=O)[O-])cc1NC(=S)NC(C)=O	-7	98	8	15	89	93	5	0.3	89	90	90
Cc1nc(CCN2C(=O)c3ccccc3C2=O)n[nH]1	25	103	14	20	97	101	9	-0.7	105	102	99
Cc1ccnc(NC(=O)CN(C)S(=O)(=O)c2cccc3nsnc23)c1	-7	100	7	-1	99	98	10	1.4	98	101	96
O=c1c2ccccc2[nH]c(=S)n1-c1cccc(S(=O)(=O)N2CCCC2)c1	0	99	23	10	96	100	-5	-2.3	101	99	100
